High-throughput results from PubChem BioAssay.
S2 tox = Viability Counterscreen for Primary qHTS for Inhibitors of ATXN expression. S2 cells (HEK-293 line with an ATXN2-luciferase reporter) viability, CellTiter-Fluor protease fluorescence, 24 h. Potency, µM (titrated, usually from 56.7 µM), usual class: cytotoxic. actives 0.49% (n = 400,000); also: nearly all actives have a fitted effect of over 40% in size
TGFb SMAD3 inh = qHTS for Inhibitors of TGF-b; HepG2 CAGA-GFP TGF-b/SMAD3 reporter, GFP fluorescence, 18 h; TGF-beta stimulated, 500 pg/mL final; Potency, µM (highest dose often 46.1 µM), for the others: at the top dose activity, negative = inhibition, hits mostly inhibitors; actives 1.2% (n = 410,000); also: % is scaled to controls: 0 for no effect and ±100 for the full control effect; nearly all actives have a fitted effect of over 65% in size
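First, reporter cells (HEPG2 CAGA-GFP) rested 2 h at 37 degrees C. Next, compounds were pinned in and TGF-beta added to 500 pg/mL final. After 18 h, GFP was imaged per cell and summed per well.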
A549 viability = Nrf2 qHTS screen for inhibitors: counterscreen for cytotoxicity; A549 ARE-Fluc cells, CellTiter-Fluor viability, 18-24 h; Potency, µM (series often up to 46 µM), for inactives: at the top dose activity change, negative = cytotoxicity, actives largely listed as inhibitors; actives 0.16% (n = 390,000); AID 504648, 2011; also: % is scaled to controls: 0 for no effect and ±100 for the full control effect
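A549 ARE_Fluc cells in 5% FBS OPTI-MEM were exposed to compounds in concentration-response for 18-24 h at 37 deg C. Viability was read by CellTiter-Fluor fluorescence (Ex 405/Em 525) after 30 min, before the luciferase read.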
HepG2 viability = qHTS for Inhibitors of TGF-b: Cytotox Counterscreen. actives 0.76% (n = 410,000). Potency, µM (doses to about 46.1 µM), without a hit: at the top dose activity change, negative = cytotoxicity, actives largely listed as cytotoxic. AID 588856, 2011. HepG2 CAGA-GFP viability, ATP luminescence, 18 h; also: some results filed as inactive show a strong effect at the top dose
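HepG2 CAGA-GFP cells (1000/well, DMEM with 1% FBS) received compound, then TGF-beta at 500 pg/mL final, and were incubated 18 hours at 37 degrees C. Viability was read by CellTiter-Glo luminescence. Media-only wells were set as complete cell-killing and DMSO as no toxicity.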
ATXN2 expr inh = Primary qHTS for Inhibitors of ATXN expression. HEK-293 ATXN2-luciferase reporter, luminescence, 24 h. Potency, µM (titrated, usually from 57 µM), without a hit: at the top dose activity change, negative = inhibition, hits mostly inhibitors. actives 0.72% (n = 360,000); also: % is scaled to controls: 0 for no effect and ±100 for the full control effect; nearly all actives have a fitted effect of over 55% in size
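qHTS (up to 57 uM final) was run with 24 h compound exposure of reporter cells at 37 °C. Each well was multiplexed: SteadyGlo luminescence measured ATXN2-luciferase expression after a fluorogenic Gly-Phe-AFC viability readout (25 uM final).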
MCF10A rereplic = A quantitative high throughput screen for small molecules that induce DNA re-replication in MCF 10a normal breast cells; MCF 10A DNA re-replication, Hoechst nuclear intensity, 48 h; Potency, µM (doses to about 46.1 µM), without a hit: at the highest dose activity, positive = re-replication, most hits filed as activators; actives 2.9% (n = 350,000); AID 624296, 2012; also: % of control where 0% means no effect; nearly all actives have a fitted effect of over 50% in size
EPAC2 antag = qHTS for Antagonist of cAMP-regulated guanine nucleotide exchange factor 2 (EPAC2): primary screen; Rap guanine nucleotide exchange factor 4 (Homo sapiens), Q8WZA2; EPAC2 GEF exchange of Rap1B-BODIPY-GDP, fluorescence; Potency, µM (highest dose often 114 µM), for the others: at the highest dose activity, negative = inhibition, most hits filed as inhibitors; actives 0.18% (n = 360,000); also: % is scaled to controls: 0 for no effect and ±100 for the full control effect; nearly all actives have a fitted effect of over 45% in size; many of its hits are not listed in these tables
Target sequence (Q8WZA2 whole entry, looked up): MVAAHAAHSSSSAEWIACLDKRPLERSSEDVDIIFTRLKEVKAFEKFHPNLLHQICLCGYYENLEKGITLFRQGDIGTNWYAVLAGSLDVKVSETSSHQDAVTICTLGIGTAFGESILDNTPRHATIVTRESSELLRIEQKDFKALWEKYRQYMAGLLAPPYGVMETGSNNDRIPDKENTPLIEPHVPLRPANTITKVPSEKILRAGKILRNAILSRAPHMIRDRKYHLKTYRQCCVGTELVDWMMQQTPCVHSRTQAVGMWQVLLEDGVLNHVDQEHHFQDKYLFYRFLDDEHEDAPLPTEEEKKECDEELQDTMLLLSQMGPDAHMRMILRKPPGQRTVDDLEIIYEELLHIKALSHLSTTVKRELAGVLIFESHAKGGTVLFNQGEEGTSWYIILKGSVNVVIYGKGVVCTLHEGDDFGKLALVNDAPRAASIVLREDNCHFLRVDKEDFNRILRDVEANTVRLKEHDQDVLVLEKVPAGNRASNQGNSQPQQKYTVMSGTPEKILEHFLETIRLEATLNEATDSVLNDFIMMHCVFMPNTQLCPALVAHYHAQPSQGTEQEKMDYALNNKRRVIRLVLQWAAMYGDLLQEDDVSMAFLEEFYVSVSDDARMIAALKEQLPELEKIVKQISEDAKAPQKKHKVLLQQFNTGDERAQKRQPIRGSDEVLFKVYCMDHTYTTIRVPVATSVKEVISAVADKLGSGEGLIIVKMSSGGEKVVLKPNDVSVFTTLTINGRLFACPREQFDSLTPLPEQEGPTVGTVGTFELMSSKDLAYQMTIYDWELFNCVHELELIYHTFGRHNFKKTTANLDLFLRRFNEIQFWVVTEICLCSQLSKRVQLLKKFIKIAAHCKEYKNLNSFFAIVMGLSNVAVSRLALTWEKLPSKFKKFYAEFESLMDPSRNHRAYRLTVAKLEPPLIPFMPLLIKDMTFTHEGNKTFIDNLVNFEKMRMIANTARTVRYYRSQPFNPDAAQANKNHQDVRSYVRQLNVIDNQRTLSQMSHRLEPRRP
Nrf2 block = Nrf2 qHTS screen for inhibitors | A549 ARE-Fluc reporter, luciferase luminescence, 18-24 h | Potency, µM (highest dose often 46 µM), for inactives: at the top dose activity change, negative = inhibition, hits mostly inhibitors | actives 2.1% (n = 360,000) | AID 504444, 2011; also: % is scaled to controls: 0 for no effect and ±100 for the full control effect; nearly all actives have a fitted effect of over 60% in size
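Cells were seeded and rested 2 h, then exposed to compounds for 18-24 h. CellTiter-Fluor was read first as a viability measure. BugLite was added 15 min before the final luminescent read of ARE-luciferase activity in A549 cells.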
Nrf2 ARE act = qHTS of Nrf2 Activators | actives 0.31% (n = 410,000) | Potency, µM (top dose mostly 46.1 µM), for the others: at the highest dose activation, actives largely listed as activators | AREc32 ARE-luciferase reporter (MCF7-derived line), luminescence, 24 h | AID 624171, 2012; also: % of control where 0% means no effect; nearly all actives have a fitted effect of over 65% in size
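Cells of the AREc32 ARE-luciferase line are plated in OPTI-MEM containing 5% FBS and left overnight at 37 deg C. Compounds are pinned in, incubation continues 24 hr, and firefly luciferase signal is then measured.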
An asterisk follows results filed as active; i = inactive; ? = inconclusive; · = not tested or not shown; & = joins results of further samples; [ ] = remark or other dose. Calls follow the shape of the dose curve; as a rule, active = well fitted curve in the direction sought with a large enough effect; inconclusive = small, poorly fitted or top-dose-only effect, or another doubt; inactive = no such curve, though single readings can be large; an effect the other way counts as inactive or inconclusive. Potency is read from the fitted curve at half-maximal effect. The list is partial (hit frequency here may not be typical).

SMILES | S2 tox | TGFb SMAD3 inh | A549 viability | HepG2 viability | ATXN2 expr inh | MCF10A rereplic | EPAC2 antag | Nrf2 block | Nrf2 ARE act
O=[N+]([O-])c1ccc(CN2CCN(c3ccc(F)cc3)CC2)o1 | i | -2% | 1% | 0% | 0% | 12% | 0% | 7% | 0.4%
COc1ccc(NC(=O)C2C3CCC(O3)C2C(=O)O)c(C)c1 (configuration not stated) | i | 5% | 0% | -1% | -4% | -26% | 5% | 4% | 3.4%
CCOc1ccc(OCCCC(=O)N(C)CC(=O)Nc2ccccc2Br)cc1 | i | 1% | 1% | -21% | -13% | 14% | -1% | 1% | -0.4%
CC(C)(C)OC(=O)N1CCC(NC(=O)c2[nH]cnc2C(=O)Nc2ccc(Br)cc2F)CC1 | i | 15% | · | -5% | 5% | · | 8% | · | 0.3%
Cc1ccc2c(c1)nnn2C1CCN(CC(=O)NCCc2ccccc2)CC1 | i | -26% | -1% | -31% | -16% | 27% | -3% | -17% | -0.7%
COc1ccccc1NC(=O)C(C)N1C(=O)c2ccccc2C1=O (configuration not stated) | i | 22% | 6% | 6% | -25% | 5% | 1% | 4% | -0.4%
COc1ccccc1CNC(=O)c1ccc(C)s1 | i | 2% | 0% | 1% | 11% | 3% | -9% | -1% | -0.1%
CCCCN1C(=O)C(CC(=O)NCC2CCCCC2)CC(C(=O)N2CCOCC2)=C1C (configuration not stated) | i | 4% | · | 3% | 17% | · | 4% | · | -0.3%
CC(=O)Nc1ccc(S(=O)(=O)N(C)CC(=O)N(C)Cc2sccc2C)cc1 | i | -62% | -4% | -3% | -13% | -5% | 10% | 1% | -1.0%
COc1ccccc1CNC(=O)CCc1c(C)nn(-c2ccc(N3CCCC3)nn2)c1C | · | ? | 6% | -1% | · | · | · | -8% | 1.2%
CCOC(=O)C(C)Oc1cccc2c(=O)n(CC(=O)NCc3ccc4c(c3)OCO4)ccc12 (configuration not stated) | i | ? | -1% | -19% | -16% | 6.5µM* | 1% | 18% | -2.3%
O=S(=O)(c1ccc2c(c1)CCN2)N1CCCC1 | i | -4% | 3% | 4% | 9% | 1% | 14% | -1% | 0.2%

In the list so far, three have a halogen:
SMILES | S2 tox | TGFb SMAD3 inh | A549 viability | HepG2 viability | ATXN2 expr inh | MCF10A rereplic | EPAC2 antag | Nrf2 block | Nrf2 ARE act
O=[N+]([O-])c1ccc(CN2CCN(c3ccc(F)cc3)CC2)o1 | i | -2% | 1% | 0% | 0% | 12% | 0% | 7% | 0.4%
CCOc1ccc(OCCCC(=O)N(C)CC(=O)Nc2ccccc2Br)cc1 | i | 1% | 1% | -21% | -13% | 14% | -1% | 1% | -0.4%
CC(C)(C)OC(=O)N1CCC(NC(=O)c2[nH]cnc2C(=O)Nc2ccc(Br)cc2F)CC1 | i | 15% | · | -5% | 5% | · | 8% | · | 0.3%

Later entries.
SMILES | S2 tox | TGFb SMAD3 inh | A549 viability | HepG2 viability | ATXN2 expr inh | MCF10A rereplic | EPAC2 antag | Nrf2 block | Nrf2 ARE act
CC1(C)NC(=O)N(CC(O)CN2CCOCC2)C1=O (configuration not stated) | i | 11% | · | -10% | -2% | 2% | -3% | -7% | 1.3%
CCCCCC(=O)Nc1cc(S(=O)(=O)O)cc2cc(S(=O)(=O)O)cc(O)c12 | i | -7% | 2% | 7% | -8% | -8% | ? | -13% | -0.5%
CN(Cc1ccccc1)C(=O)c1nc[nH]c1C(=O)N1CCN(C(=O)OC(C)(C)C)CC1 | i | -19% | -3% | -2% | 3% | ? | -1% | 1% | 0.9%
O=C(COC(=O)c1ccccc1Cc1ccccc1)Nc1ccc(SC(F)F)cc1 | ? | ? | -5% | -2% | -7% | 26µM* | -5% | ? | 6.3%
Cn1c(=O)oc2ccccc2c1=O | i | 12% | -4% | -2% | 2% | -2% | ? | 12% | -0.3%
CCCCn1c(N)c(N(CC(C)C)C(=O)CSCC(=O)Nc2ccc(C)cc2)c(=O)[nH]c1=O | i | 7% | 2% | 12% | -8% | -2% | 2% | -14% | -0.3%
O=C(NC(Cc1ccccc1)C(=O)O)/C(=C/c1ccc([N+](=O)[O-])cc1)NC(=O)c1ccco1 (configuration not stated) | i | 25% | 1% | 1% | -5% | 1% | 3% | 3% | 3.8%
CC1Sc2ccc(S(=O)(=O)N3CCN(c4cccc(Cl)c4)CC3)cc2NC1=O (configuration not stated) | i | ? | -3% | -19% | · | ? | 1% | -6% | 0.6%
O=C(Nc1ccc(C(=O)NCC2CCN(Cc3ccccc3F)CC2)cc1)C1=CSCCO1 | i | -1% | -1% | -13% | · | ? | -6% | 0% | 4.5%
COCC(=O)Nc1c(I)c(C(=O)NCC(O)CO)c(I)c(C(=O)N(C)CC(O)CO)c1I (configuration not stated) | i | -7% | 0% | -24% | -1%&19% | 12% | 13% | 1% | 0.0%
Cc1ccc(N2CC(C(=O)Nc3nnc(SCC(=O)NCC4CCCO4)s3)CC2=O)cc1C (configuration not stated) | i | -21% | 1% | 7% | 2% | 0% | 13% | 10% | -0.4%
Cc1cccc(N2CCN(C(=O)COc3ccc4ccc(=O)oc4c3)CC2)c1C | ? | ? | -5% | -26% | · | -8% | -2% | ? | 0.4%

Quoted from the listing:
`Cc1cccc(N2CCN(C(=O)COc3ccc4ccc(=O)oc4c3)CC2)c1C` @ MCF10A rereplic: -8%
`COCC(=O)Nc1c(I)c(C(=O)NCC(O)CO)c(I)c(C(=O)N(C)CC(O)CO)c1I` (configuration not stated) @ TGFb SMAD3 inh: -7%

More records
SMILES | S2 tox | TGFb SMAD3 inh | A549 viability | HepG2 viability | ATXN2 expr inh | MCF10A rereplic | EPAC2 antag | Nrf2 block | Nrf2 ARE act
COCCCNCCOc1ccc(C)cc1[N+](=O)[O-] | i | 3% | 6% | -6% | 0% | -1% | 25% | 17% | 2.3%
OCC1CCCN(C(=S)Nc2ccc(Nc3ccccc3)cc2)C1 (configuration not stated) | i | -4% | 1% | -19% | 7% | ? | 15% | 18% | 8.4%
CCOC(=O)CCn1c(=O)c2cccn2c2cccnc21 | · | · | 7% | -20% | · | · | · | 2% | ?
O=C(N/N=C/c1ccc(OC(F)F)cc1)c1ccc(Br)cc1 | ? | ? | 1% | -4% | 0% | 0% | 1% | -20% | -0.2%
Cc1ccc(C)c(NC(=O)Cn2nnc(C(=O)Nc3c(C)cccc3C)c2N)c1 | ? | 0% | -3% | -11% | -6% | -3% | 5% | -14% | -0.8%
COc1ccc(CCC(=O)OCC(=O)Nc2sccc2C(N)=O)cc1OC | i | 4% | -2% | 16% | -11% | -5% | -3% | 15% | -0.1%
c1ccn2cc(CSc3nnc4ccccn34)nc2c1 | i | 0% | 1% | 4% | 31%[activator] | -3% | 4% | ? | 0.4%
Nc1nonc1-n1nnc(C(=O)N/N=C/c2cccc(Cl)c2)c1-c1cccs1 | i | -15% | -14% | -9% | -11% | 6% | 8% | ? | -0.1%
c1ccc(N(c2ccccc2)c2nc(-n3ccnc3)nc(-n3ccnc3)n2)cc1 | i | ? | 12% | -15% | -2% | 20µM* | -3% | ? | 0.5%
Nc1ncnc2c1ncn2[C@@H]1O[C@H](C(=O)N[C@@H](CO)Cc2ccccc2)[C@@H](O)[C@H]1O | i | -1% | · | 5% | 12% | · | -1% | · | 0.6%
Cc1cccc(N2CCN(C(=O)C3CCN(S(=O)(=O)c4ccc5c(c4)oc(=O)n5C)CC3)CC2)c1C | i | ? | 1% | -13% | -36% | · | · | ? | -0.7%
COc1ccc(C2c3c(-c4cc(Cl)c(C)cc4O)n[nH]c3C(=O)N2Cc2cccnc2)cc1OC (configuration not stated) | i | 0% | 8% | 0% | 5% | 7% | -11% | 21% | 0.6%

3 entries out of the list, arranged by formula weight, highest first:
SMILES | S2 tox | TGFb SMAD3 inh | A549 viability | HepG2 viability | ATXN2 expr inh | MCF10A rereplic | EPAC2 antag | Nrf2 block | Nrf2 ARE act
COc1ccc(CCC(=O)OCC(=O)Nc2sccc2C(N)=O)cc1OC | i | 4% | -2% | 16% | -11% | -5% | -3% | 15% | -0.1%
c1ccn2cc(CSc3nnc4ccccn34)nc2c1 | i | 0% | 1% | 4% | 31%[activator] | -3% | 4% | ? | 0.4%
COCCCNCCOc1ccc(C)cc1[N+](=O)[O-] | i | 3% | 6% | -6% | 0% | -1% | 25% | 17% | 2.3%

The listing continues:
SMILES | S2 tox | TGFb SMAD3 inh | A549 viability | HepG2 viability | ATXN2 expr inh | MCF10A rereplic | EPAC2 antag | Nrf2 block | Nrf2 ARE act
CCc1ccc(-c2[nH]c3c(c2-c2sc(C)c(C(=O)OC)c2O)c(=O)[nH]c(=O)n3C)cc1 | ? | 18% | 0% | 2% | 1% | · | · | 0% | -0.8%
COc1cc(OC)cc(C(=O)NCC(=O)OCC(=O)N2CCc3ccccc32)c1 | i | -5% | 1% | 0% | · | -8% | -7% | 1% | 0.5%
CCOC(=O)C1=C(N)OC2=C(C(=O)CC(C)(C)C2)C1c1ccccc1OC (configuration not stated) | i | -10% | 3% | -7% | -1% | 2% | 2% | 5% | -0.5%
CCc1ccc(/C=C2\SC(=S)N(CCCC(=O)Nc3ccccn3)C2=O)cc1 | ? | ? | -13% | 11% | 4.5µM* | 13% | 14% | 23µM* | -2.8%
CN(C)S(=O)(=O)c1cccc(NC(=O)COC(=O)c2ccc(Br)o2)c1 | ? | -8% | -18% | -9% | -8% | 1% | -1% | 1% | 0.1%
O=C(CN1CCOc2ccccc21)NC1CCCCCCC1 | i | -7% | 5% | -25% | 30%[activator] | -1% | -16% | 5% | 23%
O=C(NC1CCN(S(=O)(=O)c2ccc(F)cc2)CC1)c1ccc(F)cc1 | ? | -25% | -2% | -33% | -37% | -1% | 3% | ? | -1.0%
COc1ccc(OC)c(/C=N/NC(=O)c2csc3ccccc23)c1 | i | 28% | -1% | 1% | -6% | 4% | -4% | · | 0.7%
